Screens deposited in PubChem BioAssay by several laboratories.
MCL1 BIM primary: inhibitors of MCL1 binding to BIM-BH3, primary screen, biochemical, fluorescence polarization | Induced myeloid leukemia cell differentiation protein Mcl-1 (Homo sapiens), Q07820 | GST-MCL1 / FITC-Bim-BH3 fluorescence polarization | inhibition, % at 10.9 µM | 320,000 tested, 0.68% active | AID 2057, 2009;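 active = inhibition above the mean inhibition of all tested compounds plus 3 SD, set per campaign, cut at about 40% in these data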;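 also: 0% = DMSO wells and 100% = unlabeled Bim-BH3 peptide control; higher means more loss of mP so more displacement of Bim peptide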
PME-1 primary: PME-1 inhibitors via competitive probe labeling, primary screen, biochemical, fluorescence polarization, FP-Rh probe, HTS; inhibition, % at 5.9 µM; Protein phosphatase methylesterase 1 (Homo sapiens), Q9Y570; AID 2130, 2009; recombinant PME-1; 320,000 tested, 0.53% active;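 active = inhibition above the campaign mean of all compounds plus 3 SD, cut at about 26% in these data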;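 also: competitive labeling of PME-1 active site by serine hydrolase directed probe; 0% = PME-1 with DMSO and 100% = wells lacking PME-1 enzyme; inhibitors block probe labeling so polarization falls and inhibition rises; many of its hits are not listed in these tables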
GLD-1 RNA inh: GLD-1/TGE RNA complex disruptors, primary screen, biochemical, fluorescence polarization. Female germline-specific tumor suppressor gld-1 (Caenorhabditis elegans), Q17339. purified GLD-1 + fluorescein TGE RNA. inhibition, % at 5.96 µM. 320,000 tested, 0.44% active. AID 2280, 2010;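 active = percent inhibition above a per-plate cutoff, the plate mean of test compounds plus 3 SD, cut at about 30% in these data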;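 also: 0% = DMSO wells with GLD-1 and probe and 100% = wells lacking GLD-1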
Bcl-xL primary: inhibitors of human Bcl-xL, primary screen, biochemical, fluorescence polarization, HTS; AID 2129, 2009; inhibition, % at 10.9 µM; 320,000 tested, 0.7% active; Bcl-2-like protein 1 (Homo sapiens), Q07817; GST-Bcl-xL / FITC-Bim BH3 peptide fluorescence polarization;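 active = inhibition above the mean of all tested compounds plus 3 SD, cutoff set per campaign, cut at about 30% in these data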;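 also: 0% = DMSO wells and 100% = unlabeled Bim-BH3 peptide competitor; inhibitors lower millipolarization by displacing the labeled peptide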
Target sequence (Q07817 whole entry, looked up): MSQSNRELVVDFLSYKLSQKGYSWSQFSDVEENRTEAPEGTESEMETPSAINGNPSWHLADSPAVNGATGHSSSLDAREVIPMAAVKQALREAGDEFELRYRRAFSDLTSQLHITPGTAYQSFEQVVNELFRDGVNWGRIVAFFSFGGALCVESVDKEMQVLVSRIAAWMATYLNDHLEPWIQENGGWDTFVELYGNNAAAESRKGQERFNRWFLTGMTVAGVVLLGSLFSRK
Fam108B counter: mouse Fam108B serine hydrolase inhibitors, primary screen, counter-screen for RBBP9 inhibitor project, biochemical, fluorescence polarization. recombinant Fam108B, FP-Rh probe fluorescence polarization. inhibition, % at 9.51 µM. 300,000 tested, 0.33% active;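 active = inhibition above the screen mean inhibition plus 3 SD, computed separately per campaign, cut at about 18% in these data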;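 also: inhibitors lower polarization as less probe binds the enzyme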
MEX-5 binding: MEX-5 zinc finger RNA-binding disruptors – biochemical, C. elegans, fluorescence polarization, MLPCN library, primary screen. Zinc finger protein mex-5 (Caenorhabditis elegans), Q9XUB2. MEX-5/FITC-TCR2 RNA binding; stronger effect = lower value. activity score (negative = inhibition of binding), % at 10 µM. 300,000 tested, 0.38% active. AID 1832, 2009;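 active = inhibition past about -25% in most replicates, and total fluorescence under double the plate's negative control median, limit read from the data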;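 also: 0% = DMSO and -100% = 5 µM competing unlabeled TCR2 RNA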
Target sequence (Q9XUB2 whole entry, looked up): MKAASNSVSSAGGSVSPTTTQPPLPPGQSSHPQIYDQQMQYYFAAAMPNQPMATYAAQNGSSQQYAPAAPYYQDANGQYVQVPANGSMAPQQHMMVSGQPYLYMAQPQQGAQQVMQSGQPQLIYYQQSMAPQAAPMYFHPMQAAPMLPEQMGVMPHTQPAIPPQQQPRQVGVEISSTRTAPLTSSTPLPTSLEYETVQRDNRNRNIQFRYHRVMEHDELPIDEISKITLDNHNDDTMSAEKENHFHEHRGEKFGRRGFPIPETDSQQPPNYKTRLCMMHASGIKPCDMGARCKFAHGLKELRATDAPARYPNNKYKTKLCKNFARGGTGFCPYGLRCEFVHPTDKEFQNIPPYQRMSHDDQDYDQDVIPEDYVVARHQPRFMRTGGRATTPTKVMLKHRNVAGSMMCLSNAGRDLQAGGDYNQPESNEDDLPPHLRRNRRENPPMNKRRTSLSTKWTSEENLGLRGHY
pPAFAH FP inh: pPAFAH enzyme inhibitors, primary screen, biochemical, fluorescence polarization, human. Platelet-activating factor acetylhydrolase (Homo sapiens), Q13093. recombinant pPAFAH, FP-rhodamine probe fluorescence polarization. inhibition, % at 3.39 µM. 330,000 tested, 1.5% active;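 active = inhibition above the mean inhibition across the screen plus 3 SD, cut at about 25% in these data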;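 also: inhibitors block binding of the rhodamine activity-based probe so polarization drops; 0% = enzyme with DMSO and 100% = wells lacking pPAFAH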
PAFAH1B2 FP inh: PAFAH1B2 enzyme inhibitors, primary screen, biochemical, fluorescence polarization, human; Platelet-activating factor acetylhydrolase IB subunit alpha2 (Homo sapiens), P68402; recombinant PAFAH1B2, FP-rhodamine activity probe; inhibition, % at 3.39 µM; 340,000 tested, 1.2% active; AID 492953, 2010;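 active = inhibition above the mean of all tested compounds plus 3 SD, cut at about 24% in these data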;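 also: 0% = enzyme with DMSO and 100% = wells lacking PAFAH1B2; many of its hits are not listed in these tables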
Target sequence (P68402 whole entry, looked up): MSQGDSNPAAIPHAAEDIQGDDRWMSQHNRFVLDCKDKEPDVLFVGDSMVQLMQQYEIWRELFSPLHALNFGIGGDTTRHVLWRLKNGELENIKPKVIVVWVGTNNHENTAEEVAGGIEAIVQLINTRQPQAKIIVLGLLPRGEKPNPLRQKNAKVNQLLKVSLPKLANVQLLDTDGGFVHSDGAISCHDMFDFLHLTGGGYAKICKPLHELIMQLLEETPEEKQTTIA
AHR act: AHR activators, primary screen, cell-based, luminescence, luciferase reporter, human; AHR-responsive luciferase reporter cells; activation, % at 5 µM; 320,000 tested, 2.5% active; in the data active = activation above about 47%;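 also: 0% = vehicle wells and 100% = reference agonist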
* hit, by the source's call; x = no result given.

SMILES	MCL1 BIM primary	PME-1 primary	GLD-1 RNA inh	Bcl-xL primary	Fam108B counter	MEX-5 binding	pPAFAH FP inh	PAFAH1B2 FP inh	AHR act
Nc1nnc(SCC(=O)OCC(=O)NC2CCCCC2)s1	2	-4	3	0	-2	1.2	2	1	3
COc1ccc(CNC(=O)CCn2c(=O)c3cccn3c3ccc(F)cc32)cc1	4	9	7	1	3	1.0	-2	3	-3
Cc1c(C(C)C)c(=O)n(-c2ccc(S(=O)(=O)N3CCOCC3)cc2)n1C	-2	0	5	-1	1	0.2	4	1	-2
COc1ccc(NC(=O)Nc2ccc(F)c(F)c2)c(OC)c1	-7	11	11	-1	2	-1.3	-3	1	-1
O=C(Nc1ccc(NC(=O)C2CC2)nc1)c1cccc(F)c1	9	2	1	2	-2	1.2	2	2	-3
CCOc1ccccc1C(=O)NCCC(=O)O	-1	1	2	1	0	0.3	3	10	2
CCCn1nc(C(=O)N2CCc3ccccc3C2)c2ccccc2c1=O	2	6	5	1	-1	3.1	2	2	-1
c1cnc(N2CCN(Cc3c[nH]c4ccccc34)CC2)nc1	3	5	8	4	0	1.7	5	-1	4
CSc1ccc(C(=O)C2CCCN(C(=O)c3nonc3C)C2)cc1 (configuration not stated)	-5	0	3	-4	-1	2.4	-4	3	6
COCC(C)NC(=O)c1ccc(N(C)C)cc1 (configuration not stated)	3	-8	1	8	2	-0.5	0	-2	3
CCN(CC)C(=O)c1sc(NC(=O)c2ccc(Br)o2)c(C(=O)OC)c1C	8	0	-2	8	-9	-2.2	1	2	9
CC(C)(Oc1ccc(Cl)cc1)C(=O)O	7	-6	1	5	-4	1.4	-8	-1	1
O=C(NC1CCCCC1)C(c1cccnc1)N(C(=O)c1csnn1)C1CCCC1 (configuration not stated)	1	2	4	4	3	2.4	1	-2	-2
O=C(CNC(=O)c1cccs1)c1ccc(Cl)cc1	7	1	2	3	-2	1.1	2	0	-5
CN(C)C(=O)/C(=C\c1ccncc1)NC(=O)c1ccccc1	-8	1	6	3	2	-0.3	7	2	-1
CCN(CC)S(=O)(=O)c1cccc(C(=O)Nc2cccnc2)c1	8	-4	4	3	4	-0.2	1	2	16
O=C(c1ccccc1)N1N=C(c2ccccc2)CC1c1ccccc1[N+](=O)[O-] (configuration not stated)	10	4	5	8	-4	1.2	-3	-1	15
Cc1ccc(S(=O)(=O)CC(C)N2CCOCC2)c(S(=O)(=O)CC(C)N2CCOCC2)c1 (configuration not stated)	16	1	1	11	-1	0.3	-3	4	-1
O=C(CN(c1ccc(Cl)cc1)S(=O)(=O)c1ccc(Cl)c([N+](=O)[O-])c1)NCCc1ccccc1	-2	4	0	-5	10	1.6	2	-1	0
N/C(=N\OC(=O)c1cc(-c2ccccc2)nc2ccccc12)c1cccnc1	5	2	4	2	-2	1.3	3	1	10
COc1cc2c(cc1OC)C(c1ccc(-c3cc(Cl)ccc3Cl)o1)=NCC2	-17	-4	-10	-1	-1	-0.9	1	-4	20
COc1ccccc1C(=O)NCC(=O)N/N=C/c1cc(Br)ccc1OCc1ccccc1	3	-34	2	4	-25	1.2	-10	-17	33
O=C(O)c1ccc(COc2ccccc2/C=C2/NC(=O)N(c3cccc(Cl)c3)C2=O)cc1	21	11	5	0	-14	-4.4	5	-5	-2
COCc1cc(=O)[nH]c2c1c(-c1ccccc1)nn2C	3	4	3	4	-1	2.1	1	1	0
O=C1CCC(=O)N1CCSC(=S)N1CCOCC1	3	0	0	1	1	0.8	6	1	-3

Compounds shown so far with a COOH group:
SMILES	MCL1 BIM primary	PME-1 primary	GLD-1 RNA inh	Bcl-xL primary	Fam108B counter	MEX-5 binding	pPAFAH FP inh	PAFAH1B2 FP inh	AHR act
CCOc1ccccc1C(=O)NCCC(=O)O	-1	1	2	1	0	0.3	3	10	2
CC(C)(Oc1ccc(Cl)cc1)C(=O)O	7	-6	1	5	-4	1.4	-8	-1	1
O=C(O)c1ccc(COc2ccccc2/C=C2/NC(=O)N(c3cccc(Cl)c3)C2=O)cc1	21	11	5	0	-14	-4.4	5	-5	-2

Returning to the listing; the 4 compounds before the break are reprinted first.
SMILES	MCL1 BIM primary	PME-1 primary	GLD-1 RNA inh	Bcl-xL primary	Fam108B counter	MEX-5 binding	pPAFAH FP inh	PAFAH1B2 FP inh	AHR act
COc1ccccc1C(=O)NCC(=O)N/N=C/c1cc(Br)ccc1OCc1ccccc1	3	-34	2	4	-25	1.2	-10	-17	33
O=C(O)c1ccc(COc2ccccc2/C=C2/NC(=O)N(c3cccc(Cl)c3)C2=O)cc1	21	11	5	0	-14	-4.4	5	-5	-2
COCc1cc(=O)[nH]c2c1c(-c1ccccc1)nn2C	3	4	3	4	-1	2.1	1	1	0
O=C1CCC(=O)N1CCSC(=S)N1CCOCC1	3	0	0	1	1	0.8	6	1	-3
COc1ccc(-n2nc(C(=O)NCC(=O)N3CCN(c4ccccc4OC)CC3)c3ccccc3c2=O)c(OC)c1	2	-3	-7	3	-7	1.8	3	6	3
CCCc1cc(C(=O)Cc2ccc(F)cc2)c(O)cc1O	7	-2	2	1	-2	-0.1	-11	11	1
COc1ccccc1N1CCN(CCN(C(=O)c2ccc(F)cc2)c2ccccn2)CC1	9	-5	-2	9	-2	x	3	1	-1
COc1ccccc1NS(=O)(=O)c1cc(NC(=O)c2cc(F)c(F)c(F)c2F)ccc1N1CCOCC1	x	x	-4	x	x	x	-11	-23	5
COCCCNC(=O)c1ccc2c(c1)CCN2S(C)(=O)=O	4	-1	2	10	1	0.1	3	1	-1
Cc1ccc(C(=O)N2CC(C)OC(C)C2)cc1S(=O)(=O)N1CCCCC1 (configuration not stated)	1	0	9	3	x	x	1	7	-1
CS(=O)(=O)N(Cc1ccccc1)c1ccc(C(=O)Nc2ccc3c(c2)OCO3)cc1	0	2	4	6	-2	-0.2	10	12	13
N#Cc1nc(-c2ccc([N+](=O)[O-])cc2)oc1N1CCCCC1	-2	0	0	-2	-1	-1.6	3	7	7
CC(=O)Nc1ccc(S(=O)(=O)NCC2CCC(C(=O)NCCC3=CCCCC3)CC2)cc1 (configuration not stated)	3	0	-2	3	-7	-2.0	2	9	0
CSc1cccc(NC(=O)CC(C)n2ccnc2)c1 (configuration not stated)	2	5	-4	0	2	1.5	5	9	58*
CC(C)OC(=O)c1ccc(NC(=O)c2cccc(-n3cnnn3)c2)cc1	-17	-30	6	-9	x	x	-8	-3	1
COc1cccc(-n2c(C)nnc2SCC#N)c1	5	-5	2	2	4	0.5	-7	3	0
COc1ccc(/C=N/OCC(=O)N2CC3(C)CC2CC(C)(C)C3)cc1 (configuration not stated)	7	-5	2	0	-4	0.6	-3	7	2
O=C(NCc1ccc2c(c1)OCO2)c1nn2cccnc2c1Cl	1	2	-3	-2	5	-1.0	-1	4	5
COc1ccc(NC2c3ccccc3C(=O)N2c2cccnc2)cc1Cl (configuration not stated)	7	6	6	5	7	1.6	-3	4	2
COc1ccc(-c2ccc(-c3nnn(CC(C)=O)n3)cc2)cc1	2	-6	-6	-1	-2	0.6	-3	6	5
Cc1ccc(NC(=O)CN2CCC(C(N)=O)CC2)cc1[N+](=O)[O-]	3	-2	-2	1	-4	-2.1	2	6	14
CCOC(=O)c1ccc(NS(=O)(=O)c2ccc(SC)cc2)cc1	5	-6	8	8	1	-0.5	11	3	0
O=C(NCc1ccccc1F)C(=O)NCC1CCCN1S(=O)(=O)c1ccccc1 (configuration not stated)	-4	1	1	3	1	2.4	9	-2	-2
CCc1ccc(/C=C2/C(=O)NC(=O)N2C(C)=O)cc1	-4	-4	-2	-9	-1	-1.3	5	1	28
Cc1cc(=O)n2nc(N3CCCC(C(=O)NCc4ccco4)C3)sc2n1 (configuration not stated)	7	1	-2	3	-2	-2.8	-2	1	2
CN(c1ccc(C(=O)NCCC2=CCCCC2)cc1)S(C)(=O)=O	-7	-2	-8	-3	-7	1.5	4	5	17
Nc1nc2n(n1)C(c1ccccc1Cl)CC(c1ccc(F)cc1)N2 (configuration not stated)	3	2	-2	3	5	1.0	-1	1	0
NC1=NS(=O)(=O)NC1c1cccc(F)c1 (configuration not stated)	-12	-3	2	-1	-2	1.9	1	3	0
CCOC(=O)c1sc2nc3n(c(=O)c2c1C)CCC(C)CC3 (configuration not stated)	-1	6	1	2	-1	1.3	6	-3	-2

Printed as active in AHR act (from the list above):
smiles	MCL1 BIM primary	PME-1 primary	GLD-1 RNA inh	Bcl-xL primary	MEX-5 binding	pPAFAH FP inh	PAFAH1B2 FP inh	AHR act
CSc1cccc(NC(=O)CC(C)n2ccnc2)c1 (configuration not stated)	2	5	-4	0	1.5	5	9	58*

New compounds follow:
SMILES	MCL1 BIM primary	PME-1 primary	GLD-1 RNA inh	Bcl-xL primary	Fam108B counter	MEX-5 binding	pPAFAH FP inh	PAFAH1B2 FP inh	AHR act
COc1ccc(CCNC(=O)CC(=O)N/N=C/c2ccc(Br)cc2)cc1OC	-2	4	1	3	0	1.2	0	1	11
CCOC(=O)C(NC(C)=O)(N1CCOCC1)C(F)(F)F (configuration not stated)	4	5	2	1	-1	-0.3	5	x	-2
COc1ccc(NCC(=O)Nc2ccc(C#N)cc2)cc1Cl	-1	-1	-2	4	3	2.5	-1	-4	-4
COc1ccc(-n2nc(C(=O)NCC(=O)Nc3cc(OC)c(OC)c(OC)c3)c3ccccc3c2=O)cc1Cl	7	7	7	1	5	-0.4	7	0	1
Cc1csc(N2CCCC2c2nc3cc(C(F)(F)F)ccc3n2CCOCCO)n1 (configuration not stated)	-11	4	1	-5	3	-0.7	-3	4	29
O=C1CCC(C(=O)OCc2cc(=O)oc3ccc4ccccc4c23)=NN1	0	-2	2	8	2	-0.6	-1	3	7
C/C(=N\NC(=O)Cn1cc([N+](=O)[O-])cn1)c1ccc(O)cc1	-3	-4	-8	-4	0	x	-2	2	2
CC(=O)n1cc(C2C(=O)CC(C)(C)CC2=O)c2ccccc21	5	-5	-2	10	8	0.2	-1	0	35
CCOc1ccc(OCCC(=O)N(CCC2=CCCCC2)c2c(N)n(Cc3ccccc3)c(=O)[nH]c2=O)cc1	1	-10	-1	10	-3	1.4	8	-3	2
CCN(CC)CCCNC(=O)Cn1ccc2ccccc2c1=O	2	-3	-2	5	-5	0.1	-2	2	-1
COCCOC(=O)c1[nH]c2c(c1C)C(=O)CC(c1ccc(OC)c(OC)c1)C2 (configuration not stated)	4	-3	-3	0	4	-0.8	3	4	6
O=C1C(Nc2ccccc2)=C2CCCC=C2N1c1ccccc1	2	-6	10	2	-2	-2.0	1	0	3
CC1CC(C)CN(S(=O)(=O)c2cc3c4c(c2)C(C)C(=O)N4CCC3)C1 (configuration not stated)	6	4	7	11	-3	1.8	1	4	2

A portion of the library; the hit share may differ from the screen's.
